Compound activity: PubChem, National Center for Advancing Translational Sciences (NCATS)
RXFP1 agonist: qHTS Assay for Agonists of the Relaxin Receptor RXFP1; HEK293T-RXFP1 cAMP TR-FRET, 30 min; response scale: percent of porcine relaxin response, buffer zero; Relaxin receptor 1 (Homo sapiens), Q9HBX9; actives 0.3% (n = 370,000); Potency, µM (series often up to 57.5 µM), inactives show top-dose activation, hits mostly activators; also: potency is read from the fitted curve at half-maximal effect; % is scaled to controls: 0 for no effect and ±100 for the full control effect; nearly all actives have a fitted effect of over 60% in size; many of its hits are not listed in these tables
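HEK293 cells stably expressing RXFP1, treated 30 min at 37C with compounds plus PDE4 inhibitor Ro 20174; cAMP measured by HTRF TR-FRET. Normalized to buffer and 29 nM porcine relaxin; EC50 by Hill fit.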
D1 antag: Antagonist of Human D 1 Dopamine Receptor: qHTS; D(1A) dopamine receptor (Homo sapiens), P21728; HEK293 TREx D1 cells, calcium flux, dopamine EC80; active compounds read low; activity change, negative = inhibition, % at 10 µM; actives 3.2% (n = 360,000); in the data active = activity change below about -30%; also: % is scaled to controls: 0 for no effect and ±100 for the full control effect
Target sequence (P21728 whole entry, looked up): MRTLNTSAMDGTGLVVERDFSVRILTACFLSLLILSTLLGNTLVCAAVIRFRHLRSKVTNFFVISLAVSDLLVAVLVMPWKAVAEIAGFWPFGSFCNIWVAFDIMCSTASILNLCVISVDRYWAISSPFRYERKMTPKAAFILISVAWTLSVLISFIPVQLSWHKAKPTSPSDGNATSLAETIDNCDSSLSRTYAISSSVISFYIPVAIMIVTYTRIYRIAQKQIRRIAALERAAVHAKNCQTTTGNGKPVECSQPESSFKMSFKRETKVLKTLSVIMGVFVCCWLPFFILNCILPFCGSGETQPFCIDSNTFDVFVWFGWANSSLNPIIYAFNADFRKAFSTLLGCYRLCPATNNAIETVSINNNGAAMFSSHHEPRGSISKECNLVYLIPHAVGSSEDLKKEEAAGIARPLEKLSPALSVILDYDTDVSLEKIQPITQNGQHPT
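Allosteric or orthosteric antagonism assessed as attenuation of the calcium response to EC80 dopamine, added 180 s after compound, in induced HEK293 Trex D1 cells loaded with no-wash calcium dye.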
D1 PAM: Potentiators of Human D1 Dopamine Receptor: qHTS; actives 0.036% (n = 360,000); potentiation, % at 10 µM; HEK293 TREx D1 cells, calcium flux, dopamine EC20 potentiation; D(1A) dopamine receptor (Homo sapiens), P21728; in the data active = potentiation above about 30%; also: 0% is about no effect
Glioma ERSR ind: qHTS for Inducers of the Endoplasmic Reticulum Stress Response (ERSR) in Human Glioma: qHTS. U87-MG GRP78 promoter luciferase reporter, 16 h. Potency, µM, for inactives: top-dose activation, hits mostly activators. actives 0.02% (n = 420,000); also: potency is read from the fitted curve at half-maximal effect; series mostly up to about 76 µM; % of control where 0% means no effect; nearly all actives have a fitted effect of over 35% in size
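ERSR induction read as luciferase luminescence (Bright-Glo, 10 min at room temperature) in stably transfected human U87-MG glioma cells exposed to compounds for 16 h, using GRP78 as sensor.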
D2 PAM: HTS Assay for Positive Allosteric Modulators of the Human D2 Dopamine Receptor: Primary Screen for Potentiators; HEK293 T-REx D2, calcium flux, EC20 dopamine potentiation; actives 0.34% (n = 340,000); D(2) dopamine receptor (Homo sapiens), P14416; AID 485347, 2010; potentiation, % at 10 µM;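 active = potentiation over 3 SD above the plate norm, cut at about 30% in these data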; also: 0% is about no effect
Target sequence (P14416 whole entry, looked up): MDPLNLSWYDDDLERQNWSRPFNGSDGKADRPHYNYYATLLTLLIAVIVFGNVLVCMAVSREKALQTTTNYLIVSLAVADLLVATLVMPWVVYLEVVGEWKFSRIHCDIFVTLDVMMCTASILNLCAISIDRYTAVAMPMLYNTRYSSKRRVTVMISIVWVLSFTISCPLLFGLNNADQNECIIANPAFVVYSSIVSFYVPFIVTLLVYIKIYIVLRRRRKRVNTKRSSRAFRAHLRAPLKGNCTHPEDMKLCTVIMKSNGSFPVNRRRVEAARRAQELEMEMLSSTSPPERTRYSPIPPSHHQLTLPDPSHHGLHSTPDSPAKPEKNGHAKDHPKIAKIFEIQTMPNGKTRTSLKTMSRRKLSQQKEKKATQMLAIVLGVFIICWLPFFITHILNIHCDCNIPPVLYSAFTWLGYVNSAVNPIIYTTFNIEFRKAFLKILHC
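Tetracycline-induced HEK293 T-REx cells force-coupled to calcium signalling expressed D2; compounds were pin-added after a 10 s baseline, read kinetically 180 s, then an EC20 dopamine challenge followed with a further 180 s calcium read.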
LDHA block: qHTS assay for inhibitors of human lactate dehydrogenase. AID 1347041, 2019. L-lactate dehydrogenase A chain (Homo sapiens), P00338. actives 0.15% (n = 480,000). activity change, % (values are at about 110 or 230 µM). purified LDHA, NADH/diaphorase-resazurin fluorescence; active compounds read low; in the data active = activity change below about -30%; inconclusive = mostly about -25% to -30%;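 also: plate controls were DMSO wells for no effect and wells without enzyme for full effect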
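Enzyme activity of human lactate dehydrogenase 5 (2 nM; 0.06 mM NADH, 0.2 mM pyruvate, 5 min, RT) is measured via a resazurin/diaphorase fluorescence readout of residual NADH.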
Vif-A3G inh: qHTS for Inhibitors of Vif-A3G Interactions: qHTS. DNA dC->dU-editing enzyme APOBEC-3G (Homo sapiens), Q9HC16. HeLa A3G-eYFP + Vif (tagged APOBEC3G with the HIV-1 protein that degrades it), YFP fluorescence, overnight. Potency, µM (titrated, usually from 46.1 µM), for the others: at the highest dose activity, negative = active, hits mostly inhibitors. actives 0.076% (n = 410,000);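 also: potency is read from the fitted curve at half-maximal effect; % is scaled to controls: 0 for no effect and ±100 for the full control effect; nearly all actives have a fitted effect of over 60% in size; hits raise eYFP signal because A3G escapes Vif-driven loss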
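HeLa cells stably expressing Vif and C-terminally eYFP-tagged A3G, seeded overnight at 37 deg C, then exposed to compound by pintool overnight at 37 deg C. Rise in yellow fluorescence (Ex 488/Em 500-530, Acumen) marks blocked Vif-driven A3G degradation.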
Vif-APOBEC3F blk: qHTS for Inhibitors of Vif-A3F Interactions: qHTS; HeLa A3F-eYFP + Vif (tagged APOBEC3F with the HIV-1 protein that degrades it), YFP fluorescence increase; Potency, µM (series often up to 46.1 µM), inactives show at the top dose activity, negative = active; actives 0.2% (n = 390,000); AID 602313, 2012; also: potency is read from the fitted curve at half-maximal effect; % of control where 0% means no effect; nearly all actives have a fitted effect of over 65% in size
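HeLa cells stably expressing A3F-eYFP plus Vif, plated and incubated overnight at 37 deg C, then exposed to compounds overnight at 37 deg C. Blocked degradation read as raised yellow fluorescence (Ex 488/Em 500-530).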
D1 agonist: Allosteric Agonists of the Human D1 Dopamine Receptor: qHTS; activation, % at 2 µM; AID 504660, 2011; actives 1% (n = 360,000); HEK293 T-REx D1 cells, calcium flux, agonist mode; in the data active = activation above about 30%; also: 0% is about no effect
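Inducible HEK293 T-REx D1 cells, force-coupled to calcium signalling, were plated at 4000 cells/well with tetracycline and held overnight at 30 C. After no-wash calcium dye loading, compound-evoked calcium rise over 180 s flagged agonists.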
Starred values were filed as active, the others as inactive; ? = inconclusive; nt = no result given; & = joins results of further samples. Unless noted, calls follow the shape of the dose curve; as a rule, active = well fitted curve in the direction sought with a large enough effect; inconclusive = small, poorly fitted or top-dose-only effect, or another doubt; inactive = no such curve, though single readings can be large; an effect the other way counts as inactive or inconclusive.

Fields – RXFP1 agonist	D1 antag	D1 PAM	Glioma ERSR ind	D2 PAM	LDHA block	Vif-A3G inh	Vif-APOBEC3F blk	D1 agonist
O=C(Nc1cccc(S(=O)(=O)N2CCCCCC2)c1)C1CCN(C(=O)c2ccc(Cl)cc2)CC1
 : -0.7%	12	-3	-3%	5	1	2%	4%	1
Cc1cc(N2C(=O)C(O)=C(C(=O)c3ccc(C)o3)C2c2ccc(OCc3ccccc3)cc2)no1 (stereo not drawn)
 : ?	-5	1	0%	0	1	-11%	-14%	10
COc1ccc2nc(SCC(=O)NCC(F)(F)F)[nH]c2c1
 : -3.1%	39	2	0%	-13	-4	0%	-3%	2
C[C@@H]1CN([C@H](C)CO)C(=O)CCCn2cc(nn2)CO[C@H]1CN(C)C(=O)CCC(F)(F)F
 : nt	nt	nt	-2%	nt	-7	-4%	-2%	nt
O=C(N/N=C/c1ccncc1)C1CC1C(=O)N/N=C/c1ccncc1 (stereo not drawn)
 : 0.4%	12	-2	-5%	1	1	0%	0%	4
CCOc1ccc(-c2cc(OC(=O)c3ccc(OC)cc3)c3c(C)oc(C)c3c(=O)c2)cc1
 : 0.5%	-10	1	-1%	12	5	-5%	-3%	-1
CN1CCN(CC(=O)NN(Cc2ccccc2)c2ccccc2)CC1
 : 0.4%	11	8	-2%	9	-44*	2%	-7%	0
COC(=O)c1c(NC(=O)CN2CCCc3ccccc32)sc(C)c1C
 : 0.0%	4	4	-6%	5	1&-7	-6%	-8%	1
COc1ccc(NC(=O)c2c(NC(=O)COc3ccccc3)sc3c2CCC(C(C)(C)C)C3)cc1 (stereo not drawn)
 : 9.3%	-13	-2	-2%	13	-8	4%	-3%	2
Brc1ccc(Nc2c3c(nc4nncn24)CCC3)cc1
 : 10%	-4	-1	nt	0	5	nt	nt	2
O=C1COc2ccc(C(=O)COC(=O)Cc3ccc(Cl)cc3)cc2N1
 : 3.2%	1	4	-3%	3	-3	-6%	-7%	6
C=CCOC(=O)/C(=C/c1ccco1)NC(=O)/C=C/c1ccccc1
 : 1.6%	-8	-4	3%	6	0	2%	0%	4
COc1ccc(-c2nc3sc(CCNC(=O)C(=O)Nc4ccc(OC)c(OC)c4)c(C)n3n2)cc1
 : 0.8%	nt	-2	1%	-6	1	-4%	1%	0
CCCCOC(=O)Cn1c(=N)n(CCC)c2ccccc21
 : -0.1%	-24	8	-1%	-3	-3	-3%	-9%	0
CCCOc1ccc(C(=O)Nc2ccc(N(C)C)cc2)cc1
 : 2.5%	7	-9	1%	3	12	1%	1%	1
COc1ccc(OC(=O)COc2ccc(Cl)cc2)cc1
 : -0.1%	-6	-3	2%	-6	1	0%	-2%	1
CNS(=O)(=O)c1cn(CC(=O)N2CCN(c3ccccc3F)CC2)cc1S(=O)(=O)NC
 : -0.7%	-6	0	-3%	0	-1	0%	0%	2
Cn1c(=O)[nH]c(=O)c2c1nc(Br)n2CC(O)COc1ccc(Cl)cc1 (stereo not drawn)
 : 5.8%	-5	-1	-6%	-1	0	6%	?	7
CCCc1nc2ccccc2[nH]1
 : -0.9%	-3	-2	-4%	-10	3	-1%	-6%	-1
CN(c1ccccc1)S(=O)(=O)c1ccc2c(c1)OCCO2
 : nt	nt	nt	-1%	nt	-5	-14%	-9%	nt

Following part:
Fields – RXFP1 agonist	D1 antag	D1 PAM	Glioma ERSR ind	D2 PAM	LDHA block	Vif-A3G inh	Vif-APOBEC3F blk	D1 agonist
Cc1ccc(OCCCCN2CCCCC2)cc1
 : 1.1%	1	2	1%	0	-1	1%	11%	5
CSc1ccccc1NC(=O)CN(C)C(=O)C(C)SCc1nc2sc(C)c(C)c2c(=O)[nH]1 (stereo not drawn)
 : nt	nt	nt	-1%	nt	-1	3%	-1%	nt
O=C(CCC1CCCN(C(=O)c2ccc3c(c2)OCO3)C1)NCc1ccc(F)c(F)c1 (stereo not drawn)
 : -0.9%	-30*	-4	4%	8	-2	4%	-21%	1
COc1ccc(/C=C\c2nc(=O)c3ccccc3o2)cc1
 : 2.8%	-11	-3	-15%	-4	2	-4%	-3%	2
COC(=O)C1=C(C)N(CCc2c[nH]c3ccccc23)C(=O)C1
 : 0.3%	-17	6	7%	6	3	4%	0%	13
CC1CCc2c(nc3ncnn3c2NCCN(C)C)C1 (stereo not drawn)
 : 19%	25	2	1%	-5	2	-5%	-23%	3
Cn1c(-c2cnn(-c3ccccc3)c2N)n[nH]c1=S
 : 0.4%	34	-2	3%	3	-4	0%	0%	2
COC(=O)CSc1snnc1-c1ccc(Cl)cc1Cl
 : -1.2%	-15	-6	7%	-4	-8	-3%	nt	1
O=C(CCl)Nc1ccc(S(=O)(=O)Nc2nccs2)cc1
 : 1.8%	-18	-5	18%	-4	-4	?	6%	3
COC(=O)c1nnn(-c2nonc2N)c1CSc1nnc(C)s1
 : 3.5%	6	-3	-6%	nt	-1	-10%	-1%	0
N#Cc1nc(Nc2cc(Cl)cc(Cl)c2)nc(NC2CCCC2)n1
 : nt	-21	-1	nt	nt	0	nt	nt	1
CCCCn1c(N)c(N(CCOC)C(=O)COC(=O)c2ccccc2NCCO)c(=O)[nH]c1=O
 : nt	nt	nt	-5%	nt	-4	1%	6%	nt
COc1cc2c(cc1NC(=O)Cc1ccc(C)cc1)oc1ccccc12
 : -1.0%	-1	-1	1%	9	-8	-6%	-9%	5
Cc1nc(-n2nc(C)c(Cc3ccc(Cl)cc3)c2C)sc1C(=O)N1CCC(C)CC1
 : -2.8%	1	2	-3%	-14	-5	7%	2%	1
N/N=C(\c1ccccc1)c1cc(Cl)ccc1N
 : 1.2%	1	-2	1%	-2	-1	7%	?	4
COc1ccc2cc(/C=N/NC(=O)CSCc3ccc([N+](=O)[O-])cc3)c(Cl)nc2c1
 : 12%	-3	-12	-3%	-3	-1	1%	-1%	5
O=C1c2oc3ccccc3c(=O)c2C(c2cccc(O)c2)N1CCCN1CCOCC1 (stereo not drawn)
 : 1.4%	-7	-3	-1%	8	1	1%	3%	4
COc1ccc(NC(=O)c2c(NCc3cccs3)sc3c2CCCC3)cc1
 : -0.6%	-8	-5	0%	nt	3	-2%	5%	5
CS(=O)(=O)N(Cc1ccccc1)c1ccc(C(=O)NN=C2CCCCCC2)cc1
 : 0.0%	2	-2	-3%	nt	-4	-1%	-6%	3
Cn1nnnc1SCC(=O)NC(C)(C)C
 : 3.5%	5	0	-5%	1	-7	-1%	2%	4

The list continues.
Fields – RXFP1 agonist	D1 antag	D1 PAM	Glioma ERSR ind	D2 PAM	LDHA block	Vif-A3G inh	Vif-APOBEC3F blk	D1 agonist
CC1c2c([nH]c3ccccc23)CCC1C(=O)O (stereo not drawn)
 : -0.3%	12	-5	-3%	5	-6	-1%	4%	6
CCC1(CC)NC(=O)N(CC(=O)OCC(=O)Nc2sccc2C#N)C1=O
 : 2.6%	6	-2	-5%	6	0	-1%	3%	8
O=C(/C=C/c1ccccc1)N1CCN(CC(O)COc2ccccc2)CC1 (stereo not drawn)
 : -0.5%	11	-3	-4%	-25	-1	-9%	-8%	1
Cc1ccc(NC(=O)NNC(=O)CN2C(=O)COc3ccccc32)cc1
 : 2.8%	-1	-12	-3%	nt	-4	-2%	-15%	3
CCCCCN1C/C=C\C(c2ccc(OC)cc2)N(Cc2ccc(F)cc2)C(=O)C1 (stereo not drawn)
 : -25%	25	-3	-5%&3%	-8	1	3%&2%	4%	4
Cc1ccc(CCNC(=O)CCSCc2ccc(Cl)cc2)cc1
 : 1.3%&-1.3%	3&-20	-2&1	-2%&-2%	7&12	-8&-7	5%&1%	-1%&0%	0&3
COc1cc(OC)cc(C(=O)O/N=C(\N)c2cccc(C)c2)c1
 : -3.9%	12	5	2%	-4	1	-4%	-13%	14
O=S(=O)(Nc1ccc(N2CCOCC2)cc1)c1ccc(Cl)s1
 : 0.4%	nt	-2	-4%	-9	7	-2%	0%	0
COCc1[nH]nc2c1C(c1ccsc1)C(C#N)=C(N)O2 (stereo not drawn)
 : 1.1%	12	2	-6%	4	0	-2%	2%	2
Cc1ccc(C(=O)Nc2c(-c3cccs3)c(=O)c3ccccc3n2C)cc1
 : -0.8%	-2	-4	-1%	-5	0	2%	-4%	-1
COc1ccc(CNC(=O)Cn2nc([N+](=O)[O-])c(Br)c2C)cc1OC
 : 0.9%	-24	0	-8%	12	-1	-3%	12%	0
Cc1ccc(Cl)cc1N1CCN(C(=O)C2CCN(S(=O)(=O)c3cccnc3)CC2)CC1
 : -2.1%	-1	-2	0%	13	-2	-7%	2%	10
Cc1ccc(/C(N)=N/OC(=O)CCC2CCCC2)cc1
 : 0.7%	-11	2	1%	2	-6	0%	14%	-1
COc1ccc(C(=O)N/N=C/c2ccc(N(C)c3ccccc3)cc2)cc1
 : nt	nt	nt	5%	nt	-6	0%	4%	nt
COc1ccc(-c2c(C#Cc3ccsc3)c3cc(-c4ccc5c(c4)OCO5)ccc3n2C)cc1
 : 2.9%	nt	-7	-2%	-1	-6	-1%	1%	-4
COc1ccc(-c2cc(C(=O)NCC3CCCO3)c3cc(C)ccc3n2)cc1 (stereo not drawn)
 : 3.2%	-18	-3	7%	13	6&-6	-5%	26%	0

Entries of single compounds as entered above. Values in the order: RXFP1 agonist | D1 antag | D1 PAM | Glioma ERSR ind | D2 PAM | LDHA block | Vif-A3G inh | Vif-APOBEC3F blk | D1 agonist
Results for `COc1cc(OC)cc(C(=O)O/N=C(\N)c2cccc(C)c2)c1` : -3.9% | 12 | 5 | 2% | -4 | 1 | -4% | -13% | 14
Results for `Cc1ccc(NC(=O)NNC(=O)CN2C(=O)COc3ccccc32)cc1` : 2.8% | -1 | -12 | -3% | nt | -4 | -2% | -15% | 3

The list is partial, so the mix of outcomes need not match the whole.
